Bioassay records deposited in PubChem by National Center for Advancing Translational Sciences (NCATS).
15-hLO inh – 15-hLO (ALOX15) enzyme inhibition; Potency, µM (titrated, usually from 57.1 µM), for the others: at the top dose activity change, negative = inhibition, actives largely listed as inhibitors; purified 15hLO-1, xylenol orange hydroperoxide absorbance; hit rate 1.4% among 74,000; P16050; AID 887; active = well fitted inhibition curve with a large enough effect; inconclusive = small, poorly fitted or top-dose-only effect; inactive = no such curve, though single readings can be large or run the other way; note: nearly all actives have a fitted effect of over 55% in size
Target sequence (P16050 whole entry, looked up): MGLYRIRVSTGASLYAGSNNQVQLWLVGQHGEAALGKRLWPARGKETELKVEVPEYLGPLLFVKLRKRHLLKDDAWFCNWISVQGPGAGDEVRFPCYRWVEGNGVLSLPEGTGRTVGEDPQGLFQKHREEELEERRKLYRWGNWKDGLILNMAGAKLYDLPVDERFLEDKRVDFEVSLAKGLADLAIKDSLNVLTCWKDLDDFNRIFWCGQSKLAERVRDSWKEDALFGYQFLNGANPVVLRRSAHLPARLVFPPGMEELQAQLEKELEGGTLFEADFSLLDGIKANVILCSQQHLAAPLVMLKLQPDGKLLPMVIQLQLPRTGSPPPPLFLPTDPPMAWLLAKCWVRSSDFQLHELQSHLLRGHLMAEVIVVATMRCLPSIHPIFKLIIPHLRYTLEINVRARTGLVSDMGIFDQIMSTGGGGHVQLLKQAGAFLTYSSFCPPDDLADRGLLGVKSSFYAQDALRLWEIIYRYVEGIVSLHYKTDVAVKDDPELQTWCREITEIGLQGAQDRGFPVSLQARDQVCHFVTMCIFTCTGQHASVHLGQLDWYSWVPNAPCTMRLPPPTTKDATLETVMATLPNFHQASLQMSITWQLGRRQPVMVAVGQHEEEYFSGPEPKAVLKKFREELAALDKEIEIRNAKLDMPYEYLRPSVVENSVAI
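Purified human 15hLO-1 (40 nM final) in 25 mM Hepes pH 7.5, 0.01% Triton X-100 was preincubated with compound 15 min at room temperature, then reacted 6 min with 50 uM arachidonic acid; hydroperoxide detected by Fe-XO, 573/405 nm absorbance ratio.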
Starred values were filed as active, the others as inactive; ? = inconclusive; & = joins results of further samples; [ ] = remark or other dose. % is set by controls: 0 for no effect and ±100 for the full control effect; potency is the fitted concentration of half-maximal effect. These rows are one share of the data, so the mix of outcomes need not match the whole.

SMILES	15-hLO inh
CC(C)C(N)C(=O)NC(Cc1c[nH]c2ccccc12)C(=O)O (centres undefined)	5.4%
CCCCCC(=O)Cc1cc(O)cc(O)c1C(=O)Oc1cc(CC(=O)CCCCC)c(C(=O)O)c(OC)c1	1.3%
CC1(C)C(=O)C=C[C@]2(C)C1CC(=O)[C@]1(C)C2CC[C@@]2(C)C(c3ccoc3)OC(=O)C3O[C@@]321 (some centres undefined)	0.8%
O=C1OC(=O)C2C3CCC(O3)C12 (centres undefined)	8.2%[25.6 µM]
COC(=O)C(C)c1ccc(C(=O)c2cccs2)cc1 (centres undefined)	4.6%
COc1ccc(C2Oc3cc(OC)cc(OC)c3CC2O)cc1 (centres undefined)	-7.7%
COc1ccc2c(c1)OC/C(=C/c1ccc(OC)c(OC)c1)C2=O	-4.7%
O=C(NC1CCCCC1)NC1CCCCC1	-9.6%
COc1cc(=O)n(C)c2c(OCC(O)C(C)(C)O)cccc12 (centres undefined)	10.6%[25.6 µM]
CC1(C)OC2C[C@](O)(C(N)=O)C[C@H](O)[C@H]2O1 (some centres undefined)	-3.7%
O=C(O)c1cc2cc(Cl)ccc2[nH]1	1.2%
NC(=O)c1cc[n+](CC2=C(C(=O)O)N3C(=O)C(NC(=O)C(c4ccccc4)S(=O)(=O)[O-])C3SC2)cc1 (centres undefined)	-3.2%

Continued (two carried over from the part before).
SMILES	15-hLO inh
O=C(O)c1cc2cc(Cl)ccc2[nH]1	1.2%
NC(=O)c1cc[n+](CC2=C(C(=O)O)N3C(=O)C(NC(=O)C(c4ccccc4)S(=O)(=O)[O-])C3SC2)cc1 (centres undefined)	-3.2%
CCC1OC(=O)CC(O)C(C)[C@@H](O[C@@H]2OC(C)[C@H](O[C@@H]3C[C@@](C)(O)C(O)C(C)O3)C(N(C)C)C2O)[C@H](CC=O)CC(C)C(=O)/C=C/C(C)=C/[C@@H]1COC1OC(C)C(O)C(OC)[C@@H]1OC (some centres undefined)	0.1%
COc1ccc2c(c1)OC1(O)COc3cc(OC)c(OC)cc3C1=C2 (centres undefined)	-9.7%
CC(=O)OCC(CCn1cnc2cnc(N)nc21)COC(C)=O	2.5%
CSCCC(NC=O)C(=O)NC(CC(C)C)C(=O)NC(Cc1ccccc1)C(=O)O (centres undefined)	-6.6%
O=C(/C=C/c1ccc(O)cc1)c1cccs1	?
Oc1ccc2c(c1)OC(c1ccc(O)c(O)c1)C(O)C2 (centres undefined)	12.6µM*
CCCCC(=O)N(Cc1ccc(-c2ccccc2-c2nn[nH]n2)cc1)C(C(=O)O)C(C)C (centres undefined)	9.9%
Cc1cccc(-c2cc(=O)c3cc(C)ccc3o2)c1	-10.3%[25.6 µM]
Nc1nc2ncc(CNc3ccc(C(=O)NC(CCC(=O)O)C(=O)O)cc3)nc2c(=O)[nH]1 (centres undefined)	-5.4%
O=C(Cc1ccccc1)NO	0.0%
O=c1c(O)cccc2cc(O)c(O)c(O)c12	3.98µM*
CCOC(=O)OC(C)OC(=O)C1N2C(=O)C(NC(=O)C(N)c3ccccc3)C2SC1(C)C (centres undefined)	6.3%
Cc1ccc(C(C)C)cc2c(C)ccc1-2	-6.7%
COC(=O)c1c(C)cc(OC(=O)c2c(C)cc(O)c(C=O)c2O)c(C)c1O	2.6%
COC1=CC(=O)C=C(OC)C1=O	-8.0%
Nc1nc2[nH]c(=O)c(=O)[nH]c2c(=O)[nH]1	0.1%
C=CC1=C(C)/C(=C/c2[nH]c(Cc3[nH]c(/C=C4\NC(=O)C(C)=C4C=C)c(C)c3CCC(=O)O)c(CCC(=O)O)c2C)NC1=O	-19.3%
OC1C=C2CCN3Cc4cc5c(cc4C(C1O)C23)OCO5 (centres undefined)	?
CC1C(O)CC2C(C(=O)O)=CO[C@@H](O[C@H]3OC(CO)C(O)C(O)C3O)C21 (some centres undefined)	9.0%
C[C@]12C=CC(=O)C=C1CCC1C2C(=O)C[C@]2(C)C1CC[C@]2(O)C(=O)CO (some centres undefined)	2.0%
COc1ccc(-c2c(O)c3c(OC)c4c(cc3oc2=O)OC(C)(C)CC4)cc1	2.3%
CC1(C)C2CC[C@@]1(C)C(=O)C2	8.0%
CCC(CCC(C)C1CCC2C3CC=C4CC(OC(C)=O)CC[C@@]4(C)C3CC[C@@]12C)C(C)C (some centres undefined)	-15.1%
Cc1onc(-c2ccccc2)c1-c1ccc(S(N)(=O)=O)cc1	-7.2%
Nc1nc2c(nc(Br)n2C2CC(O)C(CO)O2)c(=O)[nH]1 (centres undefined)	-0.5%
CC(=O)Oc1cccc(C(=O)O)c1OC(C)=O	-3.4%
CC1C(=O)CCC2[C@]1(C)CCC1[C@]2(C)CC[C@@]2(C)C3CC(C)(C)CC[C@]3(C)CC[C@@]12C (some centres undefined)	5.1%
COc1cc(OC)c(C(C)=O)c(O)c1C	13.6%
COC(=O)CC1[C@@]2(C)C[C@@]34OC5(C)OC6(CC[C@@]7(C)C(c8ccoc8)OC(=O)C(C(C)=O)C7[C@]6(O5)C(O)[C@@]3(O)C2O)[C@]14C (some centres undefined)	-7.8%
C#C[C@@]1(O)CCC2C3CCc4cc(O)ccc4C3CC[C@@]21C (some centres undefined)	-21.7%
CC(=O)N[C@@H]1C(O)OC(CO)C(O)C1O (some centres undefined)	0.0%
COC(=O)CC1C(C)(C)C2(O)OC34CC2C(=O)[C@@]1(C)C3CC[C@]1(C)C4=CC(=O)OC1c1ccoc1 (some centres undefined)	-8.8%
COc1cc(C)c2c(=O)cc(-c3ccccc3)oc2c1	-4.5%
CC(=O)c1cc2c(cc1O)OC(C)(C)C=C2	-3.4%
CCC(C)C(=O)OC1CCC=C2C=CC(C)C(CCC3CC(O)CC(=O)O3)[C@@H]21 (some centres undefined)	-1.4%
O=C1CC(c2ccc(O)cc2)Oc2cc(O)cc(O)c21 (centres undefined)	-6.2%[25.6 µM]
CC1O[C@@H](O[C@@H]2C(O)C[C@H](O[C@@H]3C(O)C[C@@H](OC4CC[C@@]5(C)C6CC(O)[C@@]7(C)C(C8=CC(=O)OC8)CC[C@@]7(O)C6CC[C@@H]5C4)OC3C)OC2C)CC(O)[C@H]1O (some centres undefined)	0.7%
Cc1cccc(C)c1OCC(C)N (centres undefined)	2.5%
CCOC(=O)C1=C[C@@]2(CC)CCCN3CCc4c(n1c1ccccc41)C32 (some centres undefined)	-7.1%
NC1CONC1=O (centres undefined)	7.9%
Cc1cc(O)c(C)c(O)c1C(=O)O	-0.7%
O=c1[nH]c(=O)c2nc(Br)n(C3OC(CO)C(O)C3O)c2[nH]1 (centres undefined)	13.7%
CC(C)c1c(O)ccc2c1CCC1[C@@](C)(CO)CCC[C@@]21C (some centres undefined)	?
CC(=O)OC1CC[C@]2(C)C(CC(OC(C)=O)[C@@]3(C)C4=CC(=O)OC(c5ccoc5)[C@]4(C)CCC23)C1(C)C (some centres undefined)	-3.2%&-6.3%&-8.0%
NC(=O)c1ncn(C2OC(CO)C(O)C2O)n1 (centres undefined)	-25.4%
COc1ccc2c(c1OC)C(Cc1ccccc1)N1CCc3cc4c(cc3C1C2)OCO4 (centres undefined)	131.4%[activator][25.6 µM]
CC1CC2C(C(O)C[C@]3(C)C2CC[C@]3(O)C(=O)CO)[C@]2(C)C=CC(=O)C=C12 (some centres undefined)	-7.9%
O=C(CC(=O)c1ccccc1)c1ccccc1	?

Of the compounds above, 2 contain bromine.
SMILES	15-hLO inh
Nc1nc2c(nc(Br)n2C2CC(O)C(CO)O2)c(=O)[nH]1 (centres undefined)	-0.5%
O=c1[nH]c(=O)c2nc(Br)n(C3OC(CO)C(O)C3O)c2[nH]1 (centres undefined)	13.7%

(next part)
SMILES	15-hLO inh
C=C[C@](C)(O)CCC1C(=C)CC(O)C2C(C)(C)CCCC12C (some centres undefined)	?
CC(CN(C)C)CN1c2ccccc2Sc2ccccc21 (centres undefined)	-4.9%
O=C/C=C/c1ccc(O)cc1	20.4%
COC(=O)[C@H]1C(OC)[C@@H](OC(=O)c2cc(OC)c(OC)c(OC)c2)C[C@@H]2CN3CCc4c([nH]c5cc(OC)ccc45)[C@H]3C[C@H]21 (some centres undefined)	?
C[C@]12CCC(=O)C=C1CCC1C2C(O)C[C@]2(C)C1CC[C@]2(O)C(=O)COC(=O)CCC(=O)O (some centres undefined)	-2.2%
COc1cccc2c1CCC1CC(=O)CC[C@@]21C (some centres undefined)	8.2%
COc1cc2c(C)c3c4c(cc(OC)c(OC)c4c2cc1OC)CCN3C	-8.9%[25.6 µM]
C=C(CO)C1Cc2c(ccc3c(=O)c4c(oc23)COc2cc(OC)c(OC)cc2-4)O1 (centres undefined)	1.3%[25.6 µM]
CC1(C)C(=O)C=C[C@@]2(C)C1C=C[C@@]1(C)C2CC[C@@]2(C)C(c3ccoc3)OC(=O)C3OC312 (some centres undefined)	-4.9%
CC1=C(/C=C/C(C)=C/C=C/C(C)=C/C=C/C=C(C)/C=C/C=C(C)/C=C/C(=O)[C@]2(C)CC(O)CC2(C)C)C(C)(C)CC(O)C1 (some centres undefined)	3.16µM*
O=c1ccc2ccc(O)cc2o1	-3.8%
COc1c(C(C)C)oc2cc3oc(=O)ccc3cc12	1.8%
O=c1[nH]cnc2nc[nH]c12	6.2%
CC(C)c1ccc2c(c1)CC[C@@H]1[C@@](C)(CN)CCC[C@]21C	1.9%[25.6 µM]
CC(=O)OC[C@@]1(O)C[C@]23CCC4c5ccoc5CC[C@@]4(C)C2CCC1C3 (some centres undefined)	-6.6%
O=c1c(O)c(-c2ccc(O)cc2)oc2ccccc12	?
COC(=O)C1C2CC3c4[nH]c5cc(OC)ccc5c4CCN3CC2CC(OC(=O)c2cc(OC)c(OC)c(OC)c2)C1OC (centres undefined)	-15.3%[25.6 µM]
O=C(/C=C/c1ccccc1)c1ccc(O)cc1O	20µM*
OCC(O)C(O)C(O)C(O)C(O)CO (centres undefined)	4.6%
COc1cc(C/C=C/c2ccccc2)c(OC)cc1O	?
CN(N=O)C(=O)N[C@H]1C(O)C(O)C(CO)O[C@@H]1O (some centres undefined)	-13.2%
CS(=O)(=O)CCCCN=C=S	13.9%
C=C1CCC(C2CC(=O)OC2=O)C(=O)CCC2C1CC2(C)C (centres undefined)	2.8%
COc1cc(O)c(C(C)=O)c(OC)c1	-4.1%

Quoted from the results shown, 5 compounds:
SMILES	15-hLO inh
CC(C)C(N)C(=O)NC(Cc1c[nH]c2ccccc12)C(=O)O (centres undefined)	5.4%
CCCCCC(=O)Cc1cc(O)cc(O)c1C(=O)Oc1cc(CC(=O)CCCCC)c(C(=O)O)c(OC)c1	1.3%
CC1(C)C(=O)C=C[C@]2(C)C1CC(=O)[C@]1(C)C2CC[C@@]2(C)C(c3ccoc3)OC(=O)C3O[C@@]321 (some centres undefined)	0.8%
O=C1OC(=O)C2C3CCC(O3)C12 (centres undefined)	8.2%[25.6 µM]
COC(=O)C(C)c1ccc(C(=O)c2cccs2)cc1 (centres undefined)	4.6%

More entries follow:
SMILES	15-hLO inh
CCOC(=O)C(Cc1ccc(O)cc1)NC(C)=O (centres undefined)	7.1%
C=CC(C1=CC(=O)C(OC)=CC1=O)c1ccccc1 (centres undefined)	3.16µM*
Nc1ccn(C2OC(CO)C(O)C2O)c(=O)n1 (centres undefined)	0.1%&1.9%
CC1O[C@@H](O[C@@H]2C(O)C[C@H](O[C@@H]3C(O)C[C@@H](OC4CC[C@@]5(C)C6CC[C@]7(C)C(C8=CC(=O)OC8)CC[C@@]7(O)C6CC[C@@H]5C4)OC3C)OC2C)CC(O)[C@H]1O (some centres undefined)	-6.4%
O=C(O)/C=C/C=C/c1ccccc1	0.2%
CC1(C)CC[C@]2(C(=O)O)CC[C@]3(C)C(=CCC4[C@@]5(C)CC[C@H](O)C(C)(C)[C@@H]5CC[C@]43C)C2C1 (some centres undefined)	-5.7%[25.6 µM]
O=c1c(O)cc(C2Oc3cc(O)cc(O)c3CC2O)cc2c(C3Oc4cc(O)cc(O)c4CC3O)cc(O)c(O)c12 (centres undefined)	?
O=c1oc2cc(O)ccc2s1	3.4%
COc1c(N2C[C@@H]3CCCN[C@H]3C2)c(F)cc2c(=O)c(C(=O)O)cn(C3CC3)c12	3.9%
C=C1C2CC[C@@]3(C)C(c4ccoc4)OC(=O)C[C@@]13OC1CC(OC(C)=O)C(C)(C)C(CC(=O)OC)[C@@]12C (some centres undefined)	-1.8%
NC(=O)NC1NC(=O)NC1=O (centres undefined)	7.4%
Nc1nc2c(c(=O)[nH]1)N=C(CNc1ccc(C(=O)NC(CCC(=O)O)C(=O)O)cc1)CN2 (centres undefined)	-19.6%[25.6 µM]
O=C(O)C1CC(C2CCCCN2)CN2CCCCC12 (centres undefined)	-3.9%
OCC1O[C@@H](OC2C(O)C(CO)O[C@@]2(CO)O[C@@H]2OC(CO)C(O)C(O)C2O)C(O)C(O)C1O (some centres undefined)	3.1%
CC(C(=O)O)c1cccc(Oc2ccccc2)c1 (centres undefined)	2.9%
COc1cc(OC)cc(OC)c1	-0.2%
CC1(C)C(OC(=O)CCC(=O)O)CC[C@]2(C)C1CC[C@@]1(C)C2C(=O)C=C2[C@@H]3C[C@@](C)(C(=O)O)CC[C@]3(C)CCC21C (some centres undefined)	-8.0%
COC(=O)CC1C(C)(C)C(O)C2CC3=C4CC(O)OC(c5ccoc5)[C@]4(C)CCC3[C@@]1(C)C2=O (some centres undefined)	-1.7%
C[C@H]1[C@H]2CC[C@H]3C4CC=C5C[C@@H](N(C)C)CC[C@]5(C)C4CC[C@]23CN1C (some centres undefined)	4.5%[25.6 µM]
